Screening results from PubChem BioAssay.
KB-V1 cytotox: KB-V1 MDR subline cytotoxicity; KB-V1 MDR cells viability, CellTiter-Glo, 72 h; Potency, µM (series often up to 46.1 µM), without a hit: at the top dose activity change, negative = cytotoxicity, actives largely listed as cytotoxic; actives 3.4% (n = 400,000); AID 1347076; further: potency means the concentration at half of the fitted maximal effect; on the % scale 0 is the no-effect control and ±100 the full control effect; nearly all actives have a fitted effect of over 60% in size
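Potencies derive from concentration-effect curves fitted to normalized luminescence (CellTiter-Glo) of KB-V1 cells treated for 72 h at 37 degrees C in phenol-red-free DMEM containing 10% FBS.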
DRD3 agonist: D3 dopamine receptor (human) agonism; max activation, %; actives 0.58% (n = 410,000); P35462; D3R DiscoveRx beta-arrestin cells, luminescence, 90 min; in the data active means max activation above about 30%; further: 0% is about no effect; mostly tested at two doses, the higher about 12 µM
Target sequence (P35462 whole entry, looked up): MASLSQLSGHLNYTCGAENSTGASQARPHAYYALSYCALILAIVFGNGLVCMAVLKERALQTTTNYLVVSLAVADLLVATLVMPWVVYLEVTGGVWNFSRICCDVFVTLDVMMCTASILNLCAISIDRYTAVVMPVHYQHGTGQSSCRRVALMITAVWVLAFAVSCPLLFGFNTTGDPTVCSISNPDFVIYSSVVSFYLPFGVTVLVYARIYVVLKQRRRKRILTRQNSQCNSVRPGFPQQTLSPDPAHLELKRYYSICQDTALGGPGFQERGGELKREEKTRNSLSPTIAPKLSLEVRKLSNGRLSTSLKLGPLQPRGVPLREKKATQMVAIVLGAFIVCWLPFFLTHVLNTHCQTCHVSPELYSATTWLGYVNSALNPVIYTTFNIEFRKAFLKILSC
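Cells at 1500/well, incubated overnight, then treated with pinned compounds (dopamine as control) for 90 min at 37 degrees C. DiscoveRx reagent added for 30 - 60 minutes at room temperature; luminescence read.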
IL1B secr inh: blocks inflammasome-driven IL-1 beta release. THP-1 LPS/ATP IL-1B secretion, AlphaLISA, 16 h; active compounds read low. activity change, % at 57.5 µM. actives 4.7% (n = 360,000). AID 743279; in the data active means activity change below about -50%; inconclusive means mostly about -30% to -49%; further: on the % scale 0 is the no-effect control and ±100 the full control effect
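THP-1 cells pretreated 1 hr with compounds (up to 57.5 uM final), then stimulated with LPS (250 ng/mL final) plus ATP (1.25 mM final); secreted IL-1B measured by AlphaLISA after 16 hr, decreased signal indicating inhibition.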
HT1080-NT tox: kills 2HG-producing HT-1080-NT fibrosarcoma cells. Potency, µM (titrated, usually from 46.1 µM), for the others: at the top dose activity, negative = less viability, hits mostly cytotoxic. HT-1080-NT fibrosarcoma viability, CellTiter-Glo ATP luminescence, 48 h. AID 686970. actives 1.6% (n = 360,000);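 further: NT is the 2HG producing partner of a matched IDH1 knockdown line; potency means the concentration at half of the fitted maximal effect; 0% = DMSO-treated cells and -100% = media-only wells without cells; nearly all actives have a fitted effect of over 55% in size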
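Viability by CellTiter-Glo luminescence after 48 h compound exposure at 37C of HT-1080-NT cells (750/well, RPMI, 5% FBS). % activity scaled between DMSO wells and medium-only wells, then curve-fitted and categorized by curve class.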
KB-3-1 cytotox: kills parental KB-3-1 adenocarcinoma cells; KB-3-1 viability, CellTiter-Glo ATP luminescence, 72 h; Potency, µM (titrated, usually from 46.1 µM), for the others: top-dose activity change, negative = cytotoxic, usual class: cytotoxic; actives 1.4% (n = 400,000); further: potency means the concentration at half of the fitted maximal effect; on the % scale 0 is the no-effect control and ±100 the full control effect; nearly all actives have a fitted effect of over 60% in size
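Multi-concentration cytotoxicity screen in KB-3-1 cells grown in DMEM lacking phenol red with 10% FBS. After 72 h at 37 °C with compound, ATP-dependent luminescence was recorded.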
GLP1R cytotox: cytotoxicity in counter-screen for GLP-1R inverse agonists. HEK293 cAMP-luciferase reporter cells, luminescence, 24 h. Potency, µM (series often up to 38.3 µM), for inactives: at the top dose activity change, negative = inhibition, hits mostly inhibitors. actives 0.13% (n = 410,000);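 further: loss of luciferase light is scored as toxicity; potency means the concentration at half of the fitted maximal effect; on the % scale 0 is the no-effect control and ±100 the full control effect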
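Cells in DMEM/10% Nu serum/1% pen-strep, 1536-well format. Pre-incubated 12 h, dosed with 23 nL compound, incubated a further 24 h. Luciferase detection, 12 min at room temp, luminescence.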
HT1080 IDH1KD tx: HT-1080 IDH1 knockdown cell toxicity (counter line); Potency, µM (highest dose often 46.1 µM), for the others: at the highest dose activity, negative = toxicity, most hits filed as cytotoxic; actives 2% (n = 360,000); AID 686971; HT-1080 IDH1 knockdown viability, ATP luminescence, 48 h;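 further: potency means the concentration at half of the fitted maximal effect; 0% = DMSO wells and -100% = cell-free medium wells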
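IDH1KD HT-1080 cells, 750/well, RPMI + 5% FBS; compound pinned after 2 h settling; 48 h, 37 °C; CellTiter-Glo luminescence; % activity normalised to DMSO and no-cell wells; curves fitted, classed by r2 and efficacy.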
MCF10A rereplic: inducers of DNA re-replication in MCF 10A breast cells; MCF 10A DNA re-replication, Hoechst nuclear intensity, 48 h; Potency, µM (titrated, usually from 46.1 µM), for inactives: at the top dose activity, positive = re-replication, actives largely listed as activators; actives 2.9% (n = 350,000); AID 624296; further: potency means the concentration at half of the fitted maximal effect; % of control where 0% means no effect; nearly all actives have a fitted effect of over 50% in size
SW480 rereplic: DNA re-replication induction in SW480 cells; actives 1.8% (n = 340,000); Potency, µM (top dose mostly 46.1 µM), for inactives: at the top dose re-replication activation, hits mostly activators; SW480 DNA re-replication, Hoechst DNA content imaging, 48 h; AID 624297; further: potency means the concentration at half of the fitted maximal effect; % of control where 0% means no effect; nearly all actives have a fitted effect of over 55% in size
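SW480 cells exposed to compounds for 48 hr at 37 C, 5% CO2, then Hoechst-stained 40 min. Nuclear DNA content imaged by fluorescence scanning (405 nm excitation, 500-530 nm emission); re-replication scored as increased high-intensity nuclei.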
An asterisk follows results filed as active; ? = inconclusive; / = no result given; [ ] = another dose, or the depositor's remark. Unless noted, the call rests on the fitted dose curve; in most records, active means well fitted curve in the direction sought with a large enough effect; inconclusive means small, poorly fitted or top-dose-only effect, or another doubt; inactive means no such curve, though single readings can be large; an effect the other way counts as inactive or inconclusive.

item	mol	IL1B secr inh	MCF10A rereplic	DRD3 agonist	KB-3-1 cytotox	GLP1R cytotox	HT1080 IDH1KD tx	HT1080-NT tox	SW480 rereplic	KB-V1 cytotox
1	O=C(Nc1ccccc1)c1cc(S(=O)(=O)N2CCSCC2)ccc1Cl	0	2%	3	-12%	-17%	4%	2%	2%	?
2	COc1ccc(CCNC(C)=O)cc1	22	3%	6	6%	0%	12%	12%	-3%	23%
3	COc1ccc(C2C(C(=O)Nc3ccccc3)=C(C)Nc3nc(-c4ccccc4)nn32)c(OC)c1 (stereo not drawn)	/	/	-15	17%	-5%	/	/	/	19%
4	Nc1ccc2nc(-c3cccc(-c4nc5ccc(N)cc5[nH]4)n3)[nH]c2c1	6	-13%	-2	3%	-10%	-3%	6%	7%	1%
5	CC(C)c1ccccc1OCC(O)CN1CCN(S(=O)(=O)c2ccc([N+](=O)[O-])cc2)CC1 (stereo not drawn)	-83*	8%	-18	6.5µM*	4%	?	-29%	27%	?
6	O=C(NCCOC(=O)c1ccc(C(=O)OCCNC(=O)c2cccnc2)s1)c1cccnc1	20	-4%	-21	1%	9%	7%	11%	-9%	13%
7	COc1ccc(NS(=O)(=O)c2cc(C)ccc2OC)cc1OC	0	-2%	10	0%	-11%	-1%	0%	0%	-17%
8	O=C(Cn1cc(F)c(=O)[nH]c1=O)c1ccco1	15	/	-9	-12%	-4%	-1%	-1%	/	12%
9	Cc1c(CCCC(=O)O)sc(N)c1C(=O)c1cccc(C(F)(F)F)c1	/	-32%	/	4%	/	/	/	-5%	19%
10	Cc1ccc(S(=O)(=O)/C(=C\N(C)C)c2cnc(Cl)s2)cc1	-2	-34%[inhibitor]	3	3%	1%	5%	2%	-3%	-23%
11	CCCOc1ccc(S(=O)(=O)N2C(=O)CC(=O)N(Cc3ccc(OCC)cc3)C2=O)cc1	18	-8%	1	3%	4%	15%	27%	-1%	12%
12	CC12CCC(=O)N1c1c(sc3nc(N4CCOCC4)c4c(c13)CCCC4)C(=O)N2 (stereo not drawn)	3	?	-5	-26%	212%[activator]	-4%	-5%	?	2%
13	Cc1ccc(NC(=O)COC(=O)CCc2c(C)nc3ncnn3c2C)cc1C	20	-7%	1	?	4%	9%	4%	15%	2%
14	CCc1noc(C)c1C(=O)NC1CCCc2c1cnn2-c1cc(C)cc(C)c1 (stereo not drawn)	-25	9%	1	11%	-5%	-4%	0%	13%	-2%
15	CNC(=O)c1ccccc1Sc1cccc2cccc(C(=O)O)c12	7	-8%	1	-2%	5%	19%	11%	-8%	-7%
16	O=C(ON=C1CCN(S(=O)(=O)c2ccccc2)CC1)c1ccccc1	11	4%	-8	15%	2%	14%	10%	-2%	12%
17	COc1ccc(N(CC(=O)O)S(=O)(=O)c2c(C)n[nH]c2C)cc1	5	3%	-1	15%	-3%	-1%	1%	0%	-4%
18	COc1ccc(CCN2C(=O)CS/C2=N\NC(=O)c2ccc(C(C)(C)C)cc2)cc1OC	18	10%	1	-10%	?	-4%	0%	-4%	0%
19	COc1ccc(OC)c(C(=O)CSc2nnc(Cc3cccs3)n2C)c1	-2	4%	-4	-1%	-7%	0%	2%	-4%	-13%
20	Cc1c(C(=O)OCC(=O)c2ccc3c(c2)OCCO3)oc2ccccc12	?	-12%	2	0%	-9%	7%	8%	-5%[9.22 µM]	-22%
21	NS(=O)(=O)c1ccc(CCNC(=O)CNS(=O)(=O)c2cccc(Br)c2)cc1	14	-1%	1	1%	1%[7.66 µM]	5%	8%	-2%	-3%
22	Cc1cccc(-n2c(=O)c3c(c4cc(C)ccc4n3C)n(CC(=O)NCC3CCCO3)c2=O)c1 (stereo not drawn)	/	/	7	-24%	-19%	/	/	/	-1%
23	CON(C)S(=O)(=O)NC(=O)C1=C(N2CCCC2)COC1=O	4	9%	13	14%	12%	4%	0%	-5%	15%
24	Nc1c(C(=O)CSc2nnc(Nc3ccc(F)cc3)s2)c(=O)[nH]c(=O)n1C1CC1	0	15%	1	5%	-1%	-21%	-4%	-1%	?
25	O=S(=O)(c1ccc(F)cc1)N1CCN(c2nc(-c3cccs3)nc3ccccc23)CC1	/	/	/	-1%	/	22%	8%	/	0%
26	COc1ccc(C(=O)O/N=C(\C)c2nccs2)cc1	-7	0%	-4	10%	5%	16%	-6%	-1%	8%
27	Nc1ncnc2c1ncn2[C@@H]1O[C@H](C(=O)N2CCCN(Cc3ccccc3F)CC2)[C@@H](O)[C@H]1O	3	/	3	0%	2%	12%	11%	/	1%
28	CC(=O)N1c2ccccc2NC2=C(C(=O)CCC2)C1c1cccnc1 (stereo not drawn)	23	2%	-1	?	39%[activator]	13%	-2%	-9%[9.22 µM]	19%
29	CCOc1ccc(C2=Nn3cnnc3SC2)cc1	3	?	-7	-3%	5%	-27%	-9%	1%	-14%
30	Cc1ccc(OCC(=O)Nc2ccc3oc(=O)ccc3c2)cc1	?	0%	-1	2%	0%	10%	15%	1%	?
31	CC(C)Cn1c(-c2ccc(Cl)cc2)cnc1SCC(=O)N1CCOCC1	-7	23%	3	-12%	-9%	-5%	-10%	6%	?
32	Cc1cc(C(=O)NNC(=S)Nc2ccccc2)nn1C	-7	1%	-3	0%	-7%	3%	20%	1%	1%
33	CCC(=O)Nc1cccc(-n2nnnc2SCC(=O)N2CCCCC2)c1	11	-1%	5	-14%	-10%	1%	8%	-11%	2%
34	CCOc1ccc(NC(=S)Nc2cccnc2)cc1	2	3%	-1	-4%	0%	14%	21%	0%	-1%
35	COCCCN1C(=O)C(CC(=O)NC2CCCCC2)CC(C(=O)N2CCOCC2)=C1C (stereo not drawn)	14	/	2	6%	3%	14%	21%	/	6%
36	O=C(CSc1nnnn1-c1cccc(F)c1)NC1CC1	13	5%	-7	-5%	2%	-16%	-1%	24%	-13%
37	O=C(NCc1cccnc1)c1ccc(S(=O)(=O)N2CCOCC2)cc1	22	0%	1	6%	4%	-2%	7%	-3%	0%
38	O=C(CN(c1cccc([N+](=O)[O-])c1)S(=O)(=O)c1ccccc1)NCc1cccnc1	14	-11%	-2	0%	-20%	6%	14%	-4%	?
39	O=C(O)CCCN1C(=O)NC2NC(=O)NC21 (stereo not drawn)	-6	-4%	-12	1%	8%	14%	5%	1%	4%
40	COc1cc(Br)c(C2C(C#N)=C(N)Oc3n[nH]c(-c4cccnc4)c32)cc1OC (stereo not drawn)	-4	?	3	-3%	3%	?	?	?	6%
41	CN(Cc1ccccc1)C(=O)c1[nH]cnc1C(=O)N[C@@H](Cc1ccccc1)C(=O)OC(C)(C)C	7	9%	8	2%	7%	6%	4%	-12%	-7%
42	O=C(O)c1ccccc1NC(=O)C1CCN(S(=O)(=O)c2ccc3c(c2)OCCO3)CC1	18	/	1	7%	-17%	0%	1%	/	0%
43	COc1ccc(CCNc2nc3c(-c4cccc(C)c4)nnn3c3ccccc23)cc1OC	/	/	4	7%	11%	/	/	/	23%
44	Cc1ccc(-c2nn(-c3cccc(F)c3)cc2CNCCc2ccncc2)o1	-78*	?	-11	-5%	-1%	?	?	?	-4%
45	c1ccc(CSc2ncnc3c2sc2nc(N4CCOCC4)c4c(c23)CCCC4)cc1	1	7%	1	21%	1%	1%	28%	0%	-1%
46	O=C(C[C@H]1CC[C@H]2[C@@H](COC[C@@H](O)CN2Cc2cc(F)ccc2F)O1)NCc1ccc(Cl)cc1	-21	/	4	-8%	-18%	-28%	-20%	/	?
47	Cn1c(=O)cc(OCCCC(=O)Nc2ccc3c(c2)OCCO3)c2ccccc21	-9	7%	2	2%	-8%	3%	-1%	-9%	-22%
48	Cc1cc(C)cc(-n2c(C)cc(C=C(C#N)C#N)c2C)c1	20	?	0	-7%	0%	-3%	-3%	-2%	1%
49	O=C(Nc1cccc(C(=O)Nc2ccccc2C(=O)O)c1)c1cccc(Cl)c1	68	-2%	-2	-4%	-6%	9%	8%	-26%	-12%
50	CC(C)CCNC(=O)c1ccc(C2SCC(=O)N2Cc2ccco2)cc1 (stereo not drawn)	-25	-2%	-1	23%	1%	-5%	-1%	-12%	-13%
51	Cc1ccc(S(=O)(=O)c2nc(S(C)(=O)=O)sc2N2CCN(C)CC2)cc1	?	0%	-6	-33%	1%	0%	-1%	-10%	-22%
52	CC(=O)N1CCc2cc(S(=O)(=O)NC(Cc3ccccc3)C(=O)Nc3cc(C)cc(C)c3)ccc21 (stereo not drawn)	/	/	-4	10%	1%	/	/	/	-1%

As a short view, some entries already given.
item	mol	IL1B secr inh	MCF10A rereplic	DRD3 agonist	KB-3-1 cytotox	GLP1R cytotox	HT1080 IDH1KD tx	HT1080-NT tox	SW480 rereplic	KB-V1 cytotox
31	CC(C)Cn1c(-c2ccc(Cl)cc2)cnc1SCC(=O)N1CCOCC1	-7	23%	3	-12%	-9%	-5%	-10%	6%	?
32	Cc1cc(C(=O)NNC(=S)Nc2ccccc2)nn1C	-7	1%	-3	0%	-7%	3%	20%	1%	1%
